# Screening results as filed in PubChem.
# RSV CPE inhibition: RSV antiviral activity via CPE protection, HEp-2 cells, primary 10 µM value included (AID 2391) | HEp-2 cells, RSV-induced CPE inhibition; higher % means a stronger effect | CPE inhibition, % at 10 µM, or IC50 in µM where a hit was titrated | 310,000 compounds, 0.13% hits; in the data active = a potency from the dose series; inconclusive = CPE inhibition mostly from about 23% at the one dose, without a potency; inactive = the rest, 99 in 100 with CPE inhibition below about 21%; note: strong numbers were not always called active
# T cell modulator: T cell immune modulators affecting CD8 T cell-vesicle binding; 2C CD8+ T cell-vesicle binding, flow cytometry; stronger effect = lower value; calls only at 7 µM; 330,000 compounds, 0.068% hits; AID 2052;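 active = response, share of CD8 T cells binding vesicles, and their 90th percentile fluorescence all below set limits, cut at about 80% in these data, passing the limit was not always enough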
#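 Incubation: binding step 1.5 h, 37 °C, antibody labelling 20 min, ice; system: murine 2C transgenic CD8+ T lymphocytes; technique: cytometric PE anti-B7-1 and Alexa647 anti-CD8 signals after 1% paraformaldehyde fixation; also added: QL9-charged Drosophila Ld/ICAM-1/B7-1 vesicles; control set: naked versus QL9-loaded vesicles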
# SV40 large T antigen: TAg ATPase/helicase activity blockers – biochemical (AID 1903) | inhibition, % at 20 µM; hits with a dose series show IC50 in µM | 310,000 compounds, 0.39% hits | SV40 large T antigen ATPase/helicase inhibition assay; higher % means a stronger effect; in the data active = a potency from the dose series; inconclusive = inhibition mostly from about 32% at the one dose, without a potency; inactive = the rest, 99 in 100 with inhibition below about 32%; note: strong numbers were not always called active
# WT yeast gro inh: growth inhibition of WT yeast, mitochondrial fusion screen; mitochondrial fusion phenotypic screen, WT strain; inhibition, % at 10 µM; 190,000 compounds, 2.1% hits; in the data active = inhibition above about 58%; tested in S. cerevisiae
# PhoP inhibition: inhibitors of PhoP regulon expression, primary screen, Salmonella Typhimurium, GFP reporter (AID 1863); S. Typhimurium PhoP-regulated promoter GFP reporter, 4 h; higher % means a stronger effect; 300,000 compounds, 0.16% hits; inhibition, % at 50 µM, or IC50 in µM where a hit was titrated;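 active = inhibition over 29.93%, a cutoff 3 SD above the screen mean, later confirmed by dose response; inconclusive = inhibition over 29.93% but no dose response follow-up; inactive = inhibition at most 29.93% or unconfirmed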;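 note: 0% = low Mg2+ inducing control and 100% = high Mg2+ repressing control; strong numbers were not always called active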
# b-catenin transl: alters nuclear translocation of beta-catenin in HeLa cells | immunofluorescence imaging | nuclear translocation activity, % at 5 µM | 190,000 compounds, 0.3% hits | AID 1665;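 active = nuclear translocation activity above 50% at 5 µM, with a well cell count of 50 or more; inconclusive = wells under 50 cells across six images, flagged as toxic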;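 note: per-cell ratio of nuclear to cytoplasmic median beta-catenin stain intensity; plate controls were DMSO negative control for no effect and GSK-3 inhibitor IX positive control for full effect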
#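 Test system: human HeLa cell line; Doses: 5 µM primary, 0.02–20 µM confirmation; Incubation: 24 h compound exposure, 37°C; Detection: beta-catenin immunofluorescence imaging with DAPI; Read-out: beta-catenin nuclear/cytoplasmic ratio, % activation.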
# Myeloid diff MLP: myeloid differentiation induction; ER-HoxA9 myeloid progenitors, lysozyme-GFP differentiation, flow cytometry; calls only at 10 µM; 360,000 compounds, 1% hits; AID 624256;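 active = normalized GFP-positive differentiation at or above the plate's own cutoff, the solvent-only control mean plus 3 SD; inconclusive = no clear call, values can overlap the other calls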;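 note: cells exposed to compound for four days before flow analysis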
# Rac1 GTP hydrolysis: MgcRacGAP GTPase-activating activity inhibitors, confirmation, biochemical, ADP Hunter fluorescence; MgcRacGAP-stimulated Rac1 GTP hydrolysis, ADP Hunter fluorescence; higher % means a stronger effect; GST-tagged Rac1 F28L mutant substrate; inhibition, % at 30 µM, or IC50 in µM where a hit was titrated; 340,000 compounds, 0.6% hits;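 active = first-screen hits whose inhibition reached a set limit at any dose in the follow-up dose series; inconclusive = inhibition above the set first-screen limit but never retested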;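 note: fluorescence reports GDP produced by GAP-driven GTP hydrolysis; strong numbers were not always called active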
# West Nile antiviral: West Nile virus antiviral activity, cell-based, CPE readout (AID 1621); West Nile virus-infected cells, CPE inhibition; higher % means a stronger effect; one-dose CPE inhibition, % at 10 µM; IC50 in µM for titrated hits; 290,000 compounds, 0.02% hits; in the data active = a potency from the dose series; inconclusive = CPE inhibition mostly from about 3.7% at the one dose, without a potency; inactive = the rest, 99 in 100 with CPE inhibition below about 2.2%; note: strong numbers were not always called active
# WT yeast gro inh mutant strain: also measured in WT yeast gro inh; calls as there; inhibition, %; mitochondrial fusion phenotypic screen, mutant strain inhibition
# b-catenin transl cell count 5 µM: also measured in b-catenin transl; calls as there; cell count; measured here: cell count, cytotoxicity flag
# T cell modulator vesicle-bound %: also measured in T cell modulator; calls as there; double positive events, %; measured here: CD8+ vesicle-bound cell fraction;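 binding gate set so that unloaded-vesicle control wells show 10% double positive cells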
# Myeloid diff MLP GFP+ MAC1+ %: recorded beside Myeloid diff MLP, whose call it bears; GFP+ MAC1+ double positive, %; measured here: differentiation confirmed by MAC1 staining
# Numbers without * were called inactive; i = inactive; ? = inconclusive; / = no result given.
SMILES,RSV CPE inhibition,T cell modulator,T cell modulator vesicle-bound %,SV40 large T antigen,WT yeast gro inh,WT yeast gro inh mutant strain,PhoP inhibition,b-catenin transl,b-catenin transl cell count 5 µM,Myeloid diff MLP,Myeloid diff MLP GFP+ MAC1+ %,Rac1 GTP hydrolysis,West Nile antiviral
Cc1cc(OCc2nc(-c3cccs3)no2)cc(C)c1Cl,7.1%,i,10,5%,32,22,0%,/,/,i,1.4,7%,0.1%
O=C(CNC(=O)c1ccccc1F)N/N=C/c1cc(Br)ccc1OCc1ccccc1,14%,i,46,15%,2,-1,-15%,9.6,914,i,0.5,5%,-0.5%
O=C(Cn1c(=O)oc2cc(S(=O)(=O)N3CCCC3)ccc21)N1CCN(C2CCCCC2)CC1,1.2%,i,21,11%,-6,-4,0%,-5.6,1138,i,3.2,8%,-0.1%
Cc1ccccc1NC(=O)c1sc2nc[nH]c(=O)c2c1C,2.1%,i,12,7%,11,3,-13%,-3.0,1454,i,3.7,2%,-0.2%
CSCCC(NC(=O)c1ccc(Cl)cc1Cl)C(=O)N1CC(C)OC(C)C1 (stereo unspecified),2.4%,i,26,/,/,/,/,/,/,i,0.3,7%,/
Cc1ccc(Nc2nc(N3CCN(C)CC3)nc(N)c2[N+](=O)[O-])cc1C,15%,i,52,19%,83*,64*,-16%,-0.1,1086,/,/,/,-0.7%
CCOc1ccc2c(c1)C(N(CCN1CCOCC1)C(=S)Nc1ccccc1OC)CC(C)(C)O2 (stereo unspecified),0.9%,i,40,6%,13,8,6%,-0.5,1108,i,0.5,7%,-1.0%
Cc1c(N(C(=O)CNC(=O)c2ccccc2)C2(C(=O)NC3CCCCC3)CCCCC2)c(=O)n(-c2ccccc2)n1C,2.4%,i,8,21%,-6,13,-4%,-0.8,1066,i,0.4,1%,-0.6%
Cc1nc(N)sc1N=Nc1ccc(Br)cc1,9.3%,i,54,13%,66*,58*,14%,-8.1,1037,i,0.6,14%,1.8%
Cc1cccc(NC(=O)/C(C#N)=C/c2ccccc2Cl)n1,1.1%,i,41,3%,/,/,-2%,/,/,i,0.7,14%,-0.2%

# Random excerpt: 4 compounds from above
SMILES,RSV CPE inhibition,T cell modulator,T cell modulator vesicle-bound %,SV40 large T antigen,WT yeast gro inh,WT yeast gro inh mutant strain,PhoP inhibition,b-catenin transl,b-catenin transl cell count 5 µM,Myeloid diff MLP,Myeloid diff MLP GFP+ MAC1+ %,Rac1 GTP hydrolysis,West Nile antiviral
CSCCC(NC(=O)c1ccc(Cl)cc1Cl)C(=O)N1CC(C)OC(C)C1 (stereo unspecified),2.4%,i,26,/,/,/,/,/,/,i,0.3,7%,/
O=C(Cn1c(=O)oc2cc(S(=O)(=O)N3CCCC3)ccc21)N1CCN(C2CCCCC2)CC1,1.2%,i,21,11%,-6,-4,0%,-5.6,1138,i,3.2,8%,-0.1%
Cc1ccccc1NC(=O)c1sc2nc[nH]c(=O)c2c1C,2.1%,i,12,7%,11,3,-13%,-3.0,1454,i,3.7,2%,-0.2%
CCOc1ccc2c(c1)C(N(CCN1CCOCC1)C(=S)Nc1ccccc1OC)CC(C)(C)O2 (stereo unspecified),0.9%,i,40,6%,13,8,6%,-0.5,1108,i,0.5,7%,-1.0%

# (cont.)
SMILES,RSV CPE inhibition,T cell modulator,T cell modulator vesicle-bound %,SV40 large T antigen,WT yeast gro inh,WT yeast gro inh mutant strain,PhoP inhibition,b-catenin transl,b-catenin transl cell count 5 µM,Myeloid diff MLP,Myeloid diff MLP GFP+ MAC1+ %,Rac1 GTP hydrolysis,West Nile antiviral
CS(=O)(=O)N1CCN(C(=O)NC2CCCCC2)CC1,-0.4%,i,57,-4%,-11,-12,3%,-1.6,1057,i,0.3,-6%,0.3%
Cc1ccc2c(c1)c1ncnc(N3CCOCC3)c1n2C,9.8%,i,34,6%,0,0,-1%,-7.9,999,i,0.5,2%,/
Cc1ccc(-c2c(C(=O)N/N=C/c3cccnc3)nnn2-c2nonc2N)cc1,2.5%,i,44,9%,/,/,9%,/,/,i,2.1,6%,1.3%
CN1CC2(Cc3c1ccc1ccccc31)C(=O)OC(C)(C)OC2=O,1.7%,i,34,?,9,12,8%,-1.4,1037,i,0.7,-1%,0.5%
CCn1c(SCC(=O)Nc2oc(C)c3c(C)n[nH]c(=O)c23)nc2sc(C)c(C)c2c1=O,-2.7%,i,47,15%,/,/,6%,/,/,i,1.0,9%,/
Cc1ccc(CC(=O)O/N=C(\N)c2cccc([N+](=O)[O-])c2)cc1,2.9%,i,62,3%,47,1,1%,-2.0,1116,i,0.1,4%,-1.3%
CC1=NNC(=O)C1CC(=O)N/N=C/c1ccncc1 (stereo unspecified),2.3%,i,33,27%,/,/,-11%,0.5,1220,i,0.4,6%,-0.1%
CCOC(=O)COc1c(OC)cc(Cl)cc1C1Nc2ccccc2C(=O)N1c1ccccc1 (stereo unspecified),6.2%,i,30,12%,-1,-28,-2%,-3.9,1165,i,0.3,2%,-0.8%
COc1cc(CCCN2CCNC[C@@H]2Cc2ccc(O)cc2)cc(OC)c1OC,0.1%,i,15,16%,/,/,1%,/,/,i,0.4,3%,/
FC(F)(F)COc1ccc(-c2nnc(SCc3c(Cl)cccc3Cl)o2)cn1,4.5%,i,36,9%,/,/,-13%,0.9,1054,i,0.4,8%,-0.7%
CC(C)(C)OC(=O)N1Cc2ccccc2C[C@H]1C(=O)O,0.3%,i,42,2%,-1,-2,-3%,-0.2,1123,i,1.4,8%,0.1%
Cc1nn(-c2ccccc2)c(C)c1C1C(C#N)=C(N)Oc2n[nH]c(C)c21 (stereo unspecified),1.4%,i,32,27%,4,-8,0%,/,/,i,0.5,9%,0.1%
O=C(N/N=C/c1c(Cl)cccc1Cl)c1ccc(F)cc1,-1.1%,/,/,0%,-9,5,1%,-0.1,1453,i,6.9,8%,0.2%
CS(=O)(=O)N(Cc1ccc(C(=O)NCCSCc2ccco2)cc1)c1ccccc1,-0.1%,i,47,2%,10,21,-5%,/,/,i,0.3,5%,-0.1%
CC1CC(C)CN(C(=O)C2CCN(S(=O)(=O)c3cccc4cccnc34)CC2)C1 (stereo unspecified),0.1%,i,31,10%,/,/,-9%,/,/,i,2.8,7%,0.1%
Cc1ccc(C)c(N2N=C(C(=O)Nc3ccccc3N3CCOCC3)CCC2=O)c1,3.4%,i,28,/,/,/,/,/,/,i,0.5,3%,/
O=C(NC1CCCCC1)c1ccc(COCC(F)(F)F)o1,2.1%,i,27,11%,4,8,-12%,-2.2,1353,i,1.0,5%,-1.1%
CCN(CC)CC(=O)N1CCCC(C(=O)c2ccccc2OC)C1 (stereo unspecified),1.1%,i,51,5%,-6,-3,6%,-0.8,994,i,0.2,8%,-0.5%
Cc1ccc(-n2ncc3c(SCc4cccnc4)ncnc32)c(C)c1,/,/,/,11%,11,-24,6%,13,741,i,0.6,1%,-1.6%
Cn1c(SCC(=O)n2c3c(c4ccccc42)CCCC3)nnc1-c1ccccc1,0.6%,i,21,-1%,52,18,-5%,-4.7,1219,i,0.4,9%,-0.5%
Fc1ccc(-c2nc3c(-c4ccccc4)cnn3cc2CCN2CCOCC2)cc1,1.7%,i,26,8%,21,15,-10%,5.0,912,i,0.4,8%,-0.7%
COc1ccc(CCNC(=O)Cn2c(=O)n(CC3CCCO3)c(=O)c3ccccc32)cc1OC (stereo unspecified),0.4%,i,32,11%,-4,-13,-8%,-1.5,1070,i,0.6,10%,-0.4%
CN(C)CCOC(=O)NC12CC3CC(CC(C3)C1)C2,2.5%,i,56,7%,/,/,3%,-2.4,1231,i,0.7,12%,-0.3%
Cc1ccc(SC[C@H](Cc2ccccc2)N2CCN(CCc3ccccc3)CCC2=O)cc1,-1.9%,i,48,2%,/,/,-1%,2.9,1075,i,0.8,4%,-0.9%
CC(Oc1ccccc1)c1nnc(N)s1 (stereo unspecified),2.3%,i,18,4%,-1,3,3%,0.5,1513,i,0.9,2%,-0.1%
COc1ccc(-c2c[n+]3c(n2-c2ccccc2)CCCCC3)cc1,5.0%,i,32,4%,-1,-3,7%,0.6,1134,i,0.5,5%,0.2%
CCOC(=O)c1ccc(S(=O)(=O)n2c(CN3CCCCC3)nc3ccccc32)cc1,1.5%,i,16,-5%,18,20,3%,-7.7,1048,i,0.6,5%,0.3%
O=[N+]([O-])c1cnccc1Nc1ccc(F)cc1,-0.2%,i,36,8%,-15,-4,-2%,-3.2,1083,i,0.9,3%,0.2%
COC(=O)c1ccc(Sc2ccccc2NS(=O)(=O)c2ccc(NC(C)=O)cc2)nc1,0.8%,i,6,2%,3,9,0%,2.8,1069,i,3.8,9%,0.1%
CCN(Cc1cc2ccccc2[nH]c1=O)C(=O)C(C)C,0.6%,i,49,-3%,1,-4,-1%,-2.6,1043,i,2.2,1%,-0.2%
CC1=CC(C)(C)N2C(=O)C3(SCC(=O)N3c3ccc(O)cc3)c3cc(C)cc1c32 (stereo unspecified),?,i,12,6%,18,13,-1%,0.0,1038,i,1.0,3%,-1.9%
CCOc1ccc(CCNC(=O)Cc2ccc(S(=O)(=O)N3CCOCC3)s2)cc1OCC,0.4%,i,41,12%,/,/,-2%,/,/,i,0.6,5%,/
O=C(O)Cc1ccc(OCc2ccc(Cl)nc2)cc1,-1.1%,i,29,5%,0,2,-13%,0.6,1109,i,0.5,1%,1.5%
COc1ccccc1C(=O)NC(CCSC)C(=O)OCC(=O)N1CCCC1=O (stereo unspecified),1.0%,i,19,/,/,/,/,/,/,i,0.2,8%,/
CC(C)(C)OC(=O)N1CCC[C@H]1c1nnc(SCc2ccccc2F)o1,-0.1%,i,59,9%,3,-15,1%,-2.9,1000,i,0.8,2%,-0.3%
O=S(=O)(NC1CCCCC1N1CCN(c2ccc(F)cc2)CC1)c1ccc(Cl)cc1 (stereo unspecified),16%,i,46,2%,/,/,3%,/,/,i,1.8,5%,-0.3%
